CD40 NFkB inh: inhibitors of CD40-induced NF-kB signaling, primary screen, BL2 cells, luciferase reporter, single point | AID 1053188, 2014 | 83,000 tested, 0.94% active | inhibition, % at 10 µM | CD40L-induced, 4 h;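 active = mean inhibition of at least 50% with a set share of replicates also reaching that level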;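 also: 0% = neutral control wells and 100% = IKK inhibitor VII at 50 µM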
Numbers without * were called inactive; [ ] = another dose, or the depositor's remark. An excerpt. The share of hits here may be higher or lower than overall.

CD40 NFkB inh,mol
-2,NS(=O)(=O)c1ccc(CCNC(=O)C2CCCN2C(=O)OCc2ccccc2)cc1 (stereo not drawn)
9,COc1ccc(NC(=O)c2cc(C3CCCCN3C(=O)Cc3ccc(N(C)C)cc3)on2)c(C)c1 (stereo not drawn)
6[25 µM],C[C@@H]1CN([C@H](C)CO)C(=O)c2c(c3ccccc3n2C)-c2ccccc2CO[C@H]1CN(C)Cc1cccc2c1OCCCO2
13[25 µM],N#C[C@H]1[C@@H](c2ccc(C3=CCCC3)cc2)[C@H](CO)N1C(=O)c1ccccn1
-5[25 µM],Cc1cc(C(=O)Nc2ccc3c(c2)C(=O)N(C)[C@@H]2CC[C@H](CC(=O)O)O[C@H]2CO3)no1
9[25 µM],N#C[C@@H]1[C@H](c2ccccc2)[C@H](CO)N1C(=O)Cc1ccccc1
10,CC(C)(C)NCCOCCOc1ccc(Cl)cc1C(C)(C)C
9,CC(=O)Nc1sc2c(c1C(c1cccc(F)c1)N1CCN(CCO)CC1)CCCC2 (stereo not drawn)
6,CC(C)(C)c1csc(NC(=O)Cc2ccc(S(=O)(=O)N3CCOCC3)s2)n1
4,COc1ccc(-c2nc3c4ccccc4ccn3c2CN2CCCCC2)cc1
21,COc1ccc(Nc2nc(N3CCCCC3)nc3ccccc23)c(OC)c1
11[25 µM],COc1ccc2c3c(n(C)c2c1)[C@H](CO)N(C(=O)c1ccccc1)CC31CCN(C(=O)c2ccccc2)CC1
13,N#CCCn1cc(C(=O)N2CCOCC2)c(-c2ccc3c(c2)OCCO3)n1
0,COC(=O)c1cc(-c2cccs2)[nH]n1
-1,COC(=O)c1sccc1NC(=O)c1ccnn1C
-15[25 µM],CO[C@@H](C(=O)N(C)C[C@@H]1OCc2ccccc2-c2ccccc2C(=O)N([C@H](C)CO)C[C@@H]1C)c1ccccc1
25,COc1ccc(-c2ccc([C@H]3[C@@H](C#N)N(C(=O)C4CCC4)[C@@H]3CO)cc2)cc1
-2[25 µM],COc1ccc(CN2C[C@H](O)COC[C@@H]3O[C@H](CC(=O)N(C)C)CC[C@H]32)cc1
19[25 µM],O=C(c1ccccc1F)N1CC[C@H]2[C@H](CO)Nc3ccc(C#Cc4ccc(F)cc4)cc3[C@H]21
-100,O=c1c(-c2ccc(F)cc2)coc2c3c(ccc12)OCCO3

Ordered by SMILES length (ascending): some entries from above.
CD40 NFkB inh,mol
0,COC(=O)c1cc(-c2cccs2)[nH]n1
-1,COC(=O)c1sccc1NC(=O)c1ccnn1C
10,CC(C)(C)NCCOCCOc1ccc(Cl)cc1C(C)(C)C
-100,O=c1c(-c2ccc(F)cc2)coc2c3c(ccc12)OCCO3
4,COc1ccc(-c2nc3c4ccccc4ccn3c2CN2CCCCC2)cc1
13,N#CCCn1cc(C(=O)N2CCOCC2)c(-c2ccc3c(c2)OCCO3)n1
9,CC(=O)Nc1sc2c(c1C(c1cccc(F)c1)N1CCN(CCO)CC1)CCCC2 (stereo not drawn)
9[25 µM],N#C[C@@H]1[C@H](c2ccccc2)[C@H](CO)N1C(=O)Cc1ccccc1
13[25 µM],N#C[C@H]1[C@@H](c2ccc(C3=CCCC3)cc2)[C@H](CO)N1C(=O)c1ccccn1
-2[25 µM],COc1ccc(CN2C[C@H](O)COC[C@@H]3O[C@H](CC(=O)N(C)C)CC[C@H]32)cc1
25,COc1ccc(-c2ccc([C@H]3[C@@H](C#N)N(C(=O)C4CCC4)[C@@H]3CO)cc2)cc1
19[25 µM],O=C(c1ccccc1F)N1CC[C@H]2[C@H](CO)Nc3ccc(C#Cc4ccc(F)cc4)cc3[C@H]21
-5[25 µM],Cc1cc(C(=O)Nc2ccc3c(c2)C(=O)N(C)[C@@H]2CC[C@H](CC(=O)O)O[C@H]2CO3)no1
11[25 µM],COc1ccc2c3c(n(C)c2c1)[C@H](CO)N(C(=O)c1ccccc1)CC31CCN(C(=O)c2ccccc2)CC1
6[25 µM],C[C@@H]1CN([C@H](C)CO)C(=O)c2c(c3ccccc3n2C)-c2ccccc2CO[C@H]1CN(C)Cc1cccc2c1OCCCO2

(listing goes on)
CD40 NFkB inh,mol
5,CC(C)NC(=O)Nc1ccc2c(c1)C(=O)N([C@@H](C)CO)C[C@@H](C)[C@H](CN(C)C(=O)NC(C)C)OCCCC[C@@H](C)O2
2,CS(=O)(=O)N(CC(=O)NCCSCc1ccco1)c1ccc2c(c1)OCO2
4,COc1ccc(NC(=O)CN(C)C(=O)c2cn(-c3ccccc3)nc2-c2ccc(OC)cc2)cc1
-37[25 µM],O=C(c1ccccn1)N1CC[C@@H]2[C@H](CO)Nc3ccc(C#Cc4cccnc4)cc3[C@@H]21
5,O=S(=O)(Cc1ccccc1)N1CCC(c2nc(-c3cccs3)no2)CC1
73*[25 µM],C[C@H]1CN([C@@H](C)CO)C(=O)c2c(c3ccccc3n2C)-c2ccccc2CO[C@H]1CN(C)S(=O)(=O)c1ccc([N+](=O)[O-])cc1
2,O=C(NCC(c1ccc(F)cc1)N1CCOCC1)c1nn(-c2ccccc2)c(=O)c2ccccc12 (stereo not drawn)
7,CC1CN(Cc2ccco2)C(=S)N(c2ccccc2)C1=O (stereo not drawn)
-73,Clc1ccc(N=C2SCC3CCCCN23)cc1 (stereo not drawn)
15,CCCOC(=O)c1c(N)sc2c1CCC2
3,Cc1cc(C(=O)OCC(=O)NC(C)(C)C)c2ccccc2n1
0,CN(c1ccccc1)S(=O)(=O)c1ccc(C(=O)N2CCN(c3ccccc3)CC2)cc1
4,O=C(C1CC(=O)N(c2ccc3c(c2)OCCO3)C1)N1CCN(S(=O)(=O)c2ccc(F)cc2)CC1 (stereo not drawn)
4,NC(=O)CNc1ncc(C(F)(F)F)cc1Cl
-6,CC(OC(=O)C1=Cc2ccccc2OC1)C(=O)NCc1ccco1 (stereo not drawn)
9,O=C(O)C1C2C=CC(C2)C1C(=O)NCCc1ccccc1 (stereo not drawn)
5,CC(=O)Nc1sc2c(c1C#N)CCC2
1,CN(CC(=O)Nc1c(Cl)cccc1Cl)C(=O)c1ccc(-n2cncn2)c([N+](=O)[O-])c1
-16,Cc1ccc(OCCN(C)C(=O)CC2C(=O)NCCN2CC(C)(C)C)cc1 (stereo not drawn)
-37,c1ccc2nc(SCc3cn4ccccc4n3)cnc2c1
-2,CNC[C@@H]1OCCCC[C@H](C)Oc2ccc(NS(=O)(=O)c3cccs3)cc2C(=O)N([C@H](C)CO)C[C@@H]1C
8,Cc1nnc2n(c1=O)C(CS(=O)(=O)c1ccc3ccccc3c1)CS2 (stereo not drawn)
0,CC/C(=N/OC(=O)c1cccc(C)c1)C(=O)c1cccs1
4,COc1ccccc1N(C)S(=O)(=O)c1ccc(C(=O)Nc2nnc(C)s2)cc1
-45,Clc1ccc(NN(Cc2ccncc2)c2ccc(Cl)cc2)cc1
0,O=C(CCN1CCC2CCC(C2)C1)c1ccccc1 (stereo not drawn)
3[25 µM],COc1ccccc1C(=O)N1C[C@@H]2[C@H](c3ccccc31)[C@@H](CO)N2C(=O)Cc1ccccc1
-7,O=C(NCCc1cccnc1)C1CCC(=O)N(Cc2cccc(C(F)(F)F)c2)C1 (stereo not drawn)
-1[25 µM],CCCN1[C@@H]2c3ccc(-c4cccc(F)c4)c(=O)n3C[C@H]1[C@H](CO)[C@H]2C(=O)N(C)C
4[25 µM],O=C(C[C@@H]1CC[C@@H]2[C@H](COC[C@@H](O)CN2S(=O)(=O)c2ccc(F)cc2)O1)NCCN1CCCCC1
17,COc1ccccc1-c1ccc(C2[C@@H]3CN(S(=O)(=O)c4ccccc4)C[C@H]2N3)cc1 (stereo partly drawn)
9,Cc1ccc(-c2nc(-c3ccccn3)sc2CC(=O)O)cc1
1,O=C(COC(=O)c1ccccc1-n1cnnn1)c1ccc(F)cc1
-46,COCC(=O)Nc1nc2ccccc2s1
-5,O=C(c1ccccc1Cc1ccccc1)N1CCN(S(=O)(=O)c2ccc(F)cc2)CC1
1[25 µM],COc1ccc(NC(=O)N(C)C[C@@H]2OCc3ccccc3-c3c(n(C)c4ccccc34)C(=O)N([C@@H](C)CO)C[C@@H]2C)c(OC)c1
-110,COc1cc2c(cc1NC(=O)COC(=O)Cn1cnc3ccccc31)oc1ccccc12
8,CN(CC(=O)Nc1cccc(F)c1)C(=O)CN1C(=O)C2CC=CCC2C1=O (stereo not drawn)
7,O=C(c1ccc(NS(=O)(=O)c2ccc3c(c2)OCCO3)cc1)N1CCCCC1
8,COc1ccc(CCNC(=O)c2ccc(NC(=O)CC3SC(N4CCCC4)=NC3=O)cc2)cc1 (stereo not drawn)

Part of the list above, with each value named.
> N#CCCn1cc(C(=O)N2CCOCC2)c(-c2ccc3c(c2)OCCO3)n1
- CD40 NFkB inh = 13

> COC(=O)c1cc(-c2cccs2)[nH]n1
- CD40 NFkB inh = 0

> COC(=O)c1sccc1NC(=O)c1ccnn1C
- CD40 NFkB inh = -1

Other compounds follow.
CD40 NFkB inh,mol
17,O=C1CC(c2ccncc2)c2cc3c(cc2N1)OCCO3 (stereo not drawn)
1,CCN(CC)CCCNC(=O)c1cn(CC)c2ccc(S(=O)(=O)N3CCc4ccccc4C3)cc2c1=O
-15,CN(C)C(CNC(=O)CCc1nc2cc(Cl)ccc2n(Cc2ccccc2)c1=O)c1ccccc1 (stereo not drawn)
5,CC(=O)Nc1ccc(Oc2cncc(Cl)c2)nc1
24,O=C(CNC(=O)c1ccco1)Nc1ccc(S(=O)(=O)N2CCCC2)cc1
5,O=C(CCCN1C(=O)c2ccccc2C1=O)Nc1cccc(S(=O)(=O)NC2=NCCC2)c1
6,COc1cccc(COC(=O)C2CCN(S(=O)(=O)c3ccc(C)cc3)CC2)c1OC
9,Cn1cnc([N+](=O)[O-])c1Sc1ccccc1
0[25 µM],Cc1ccc(S(=O)(=O)NCC[C@@H]2CC[C@@H](NC(=O)c3cccnc3)[C@@H](CO)O2)cc1
28,Cc1ccc(NC(=O)C2CCN(S(=O)(=O)c3ccc4c(c3)OCCCO4)CC2)nc1
-2,O=C(NCCc1cccnc1)C1CCC(=O)N(CCc2cccc(F)c2)C1 (stereo not drawn)
-3[25 µM],CCCN1[C@@H]2Cn3c(ccc(C4=CCCC4)c3=O)[C@H]1[C@@H](C(=O)N(C)C)[C@@H]2CO
93*,CCCC(C)Sc1nc2c([nH]1)c(=S)n(C)c(=O)n2C (stereo not drawn)
6[25 µM],N#C[C@H]1[C@H](c2ccccc2)[C@H](CO)N1C(=O)c1ccccc1F
-32,NNC(=O)c1cc(O)c(O)c(O)c1
38[25 µM],C[C@@H]1CN([C@H](C)CO)C(=O)c2cc(NS(=O)(=O)c3ccc(Cl)cc3)ccc2O[C@@H](C)CCCCO[C@@H]1CN(C)Cc1ccncc1
2,COc1ccc(CNC(=O)COC(=O)c2ccc(F)c(S(=O)(=O)N3CCOCC3)c2)cc1
12,Cc1c(-c2ccccc2)sc(N)c1C(=O)N1CCOCC1
6,O=C(O)c1ccc2c(c1)N(Cc1ccc(F)cc1)C(=O)c1ccccc1S2
-66,Fc1ccc(-c2ccc(Nc3cccc(F)c3)nn2)cc1
18,COc1cccc(CNC(=O)COC(=O)CN2C(=O)NC3(CCCCC3C)C2=O)c1 (stereo not drawn)
-40,c1ccc2c(c1)ccc1nnc(SCc3ccc4c(c3)OCCO4)n12
-1,CCOC(=O)CNC(=O)N1CCCC(CCC(=O)NCc2ccc(F)c(F)c2)C1 (stereo not drawn)
-44,O=C(Nc1ccc(NC(=O)c2cccs2)cc1)c1ccco1
15,C1CCN(CC2CCCCN2)CC1 (stereo not drawn)
4[25 µM],C[C@@H]1CN([C@@H](C)CO)C(=O)CCCn2cc(nn2)CO[C@@H]1CN(C)C(=O)C1CC1
13,Cc1csc2c(N3CCN(S(=O)(=O)c4ccc(Cl)cc4)CC3)ncnc12
1,CO[C@@H]1CN(C)C(=O)c2cc(NC(=O)C3CCC3)ccc2OC[C@@H](C)N(Cc2nccs2)C[C@H]1C
6,CCN(CC)CCOC(=O)c1cccc(Cl)c1
0,CN1C(=O)c2cc(NC(=O)C3CCOCC3)ccc2OC[C@H]2O[C@H](CC(=O)NCC3CC3)CC[C@H]21
-69,Nc1c(C(=O)Nc2ccc3c(c2)OCCO3)nnn1Cc1ccccc1
-48,COc1cccc(NC(=O)CN(C)C(=O)c2cc3c(s2)CCCC3)c1
-2,CC(C)CNS(=O)(=O)c1ccc(CCC(=O)N2CCC(C(N)=O)CC2)cc1
10,Cc1csc(C(=O)O)c1-c1c(C)csc1C(=O)O
7[25 µM],CCCNC(=O)[C@H]1[C@H](CO)[C@H]2Cn3c(ccc(-c4ccncc4)c3=O)[C@@H]1N2Cc1ccccc1F
3,OC(COCCC12CC3CC(CC(C3)C1)C2)CN1CCCCC1 (stereo not drawn)
6[25 µM],CC=Cc1ccc2n(c1=O)C[C@H]1[C@H](CO)[C@@H](C(=O)NCCCN(C)C)[C@@H]2N1C(=O)c1ccccc1 (mixture of isomers)
10,Cc1oc(CC(C)C)cc1C(N)=O
3[25 µM],C[C@H](O)C#Cc1ccc([C@@H]2[C@@H](CO)N3CCCCN(C(=O)c4ccc5c(c4)OCO5)C[C@H]23)cc1
11,CC(=O)Nc1sc2c(c1C(c1ccccc1)N1CCOCC1)CCCC2 (stereo not drawn)
11,CN1CC(=O)N(CC(=O)Nc2ccc3c(c2)CCC3)C1=O
0,O=C(COC(=O)CCOc1ccccc1)Nc1cc(S(=O)(=O)N2CCCCC2)ccc1Cl
3,O=C(C1CCCC1)N1C[C@H]2[C@@H](c3ccccc31)[C@H](CO)N2C(=O)c1ccccc1F
-5,C[C@H]1CN([C@@H](C)CO)C(=O)CCCn2nncc2CO[C@H]1CN(C)Cc1ccc2c(c1)OCCO2
10,C#C[C@]1(O)CC[C@H]2[C@@H]3CCc4cc(OC)ccc4[C@H]3CC[C@@]21C
-6,O=C(C[C@H]1CC[C@H]2[C@@H](COC[C@@H](O)CN2CC2CCCCC2)O1)NCC1CC1
16,CC(=O)Nc1ccc(S(=O)(=O)N(C)CCOCc2ccccc2)cc1
8,Cc1cc2nsnc2c(S(=O)(=O)NCC(=O)O)c1C
-28,COc1cccc(-c2nnc3sc(-c4ccco4)nn23)c1
-7,O=C(c1cc2ccccc2s1)N1CCOCC1
